APP transl inh – APP translation inhibition; SH-SY5Y APP 5'UTR-luciferase reporter, luminescence; inhibition, % at 2 µM; 190,000 compounds, 0.82% hits;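 active means inhibition above a set limit, derived from the sample mean plus 3 SD, cut at about 45% in these data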; further: values of inactives mirror those of a sister screen read the other way
Hsp70 act – Hsp70 transcriptional activation, primary screen. HeLa Hsp70 promoter luciferase reporter, luminescence; scaled: vehicle 0, proteasome-inhibitor control 100%. activation, % at 10 µM. 200,000 compounds, 0.04% hits. AID 1203;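 active means activation above the mean across all tested compounds plus 3 SD, cutoff set per campaign, cut at about 5.5% in these data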;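 further: 100% = MG132 at 30 µM as the positive control and 0% = DMSO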
FLuc inhib CS – counter-screen for luciferase assay inhibitors: firefly luciferase inhibition; P08659; ATPLite firefly luciferase biochemical luminescence, 10 min; inhibition, % at 10 µM; 200,000 compounds, 1.5% hits;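 active means inhibition above about 50% when tested at 10 µM, limit read from the data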
Target sequence (P08659 whole entry, looked up): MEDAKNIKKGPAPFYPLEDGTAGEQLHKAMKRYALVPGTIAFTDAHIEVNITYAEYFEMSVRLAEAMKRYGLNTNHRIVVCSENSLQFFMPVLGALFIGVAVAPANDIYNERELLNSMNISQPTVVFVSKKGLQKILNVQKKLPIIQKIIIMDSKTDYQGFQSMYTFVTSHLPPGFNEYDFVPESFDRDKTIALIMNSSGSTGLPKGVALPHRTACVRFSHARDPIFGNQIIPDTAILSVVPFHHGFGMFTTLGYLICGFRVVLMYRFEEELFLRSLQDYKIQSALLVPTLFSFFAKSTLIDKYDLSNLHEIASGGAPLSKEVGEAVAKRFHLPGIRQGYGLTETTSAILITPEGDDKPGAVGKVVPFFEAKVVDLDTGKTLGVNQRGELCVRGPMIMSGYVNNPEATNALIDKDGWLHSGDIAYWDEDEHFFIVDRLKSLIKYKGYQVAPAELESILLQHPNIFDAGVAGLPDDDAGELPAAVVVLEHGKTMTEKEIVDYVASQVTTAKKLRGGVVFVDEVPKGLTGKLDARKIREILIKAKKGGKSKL
STAT1 inh – STAT1 signaling inhibition; 200,000 compounds, 0.35% hits; inhibition, % at 5.5 µM; NIH 3T3 STAT1-luciferase reporter, IFN-gamma, luminescence;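 active means inhibition above a set limit, the mean inhibition across all tested compounds plus 3 SD, cut at about 34% in these data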;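 further: 0% = IFN-gamma with DMSO and 100% = IFN-gamma with 300 µM nifuroxazide; values of inactives mirror those of a sister screen read the other way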
STAT3 inh – inhibitors of IL-6 induced STAT3 signaling; U3A cells, IL-6 STAT3-luciferase reporter, luminescence; host cell line lacks STAT1; inhibition, % at 5.5 µM; 190,000 compounds, 0.89% hits;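 active means inhibition above the mean inhibition across all screened compounds plus 3 SD, cut at about 44% in these data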;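 further: 0% = DMSO only wells and 100% = 100 µM nifuroxazide control wells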
RAM network inh – yeast RAM network inhibition | S. cerevisiae dse1pr::URA3 reporter, 5-FOA growth OD615, 2 d; analog-sensitive cbk1-as2 kinase mutant strain | 190,000 compounds, 1.8% hits | inhibition, % at 50 µM;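 active means inhibition above a set limit, 3 SD over mean compound inhibition, cut at about 8.4% in these data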;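 further: 0% = DMSO-only wells with no growth and 100% = 10 µM 1-NA-PP1 full growth; inhibition rescues growth on 5-FOA so higher OD means more RAM inhibition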
NF-kB neuron act – raises NF-kB expression in human neuronal cells. fold change at 12.5 µM. NF-kB reporter expression; hits give high values. 190,000 compounds, 1.6% hits. AID 1239; in the data active means fold change above about 3.3
STAT3 activator – activators of IL-6 induced STAT3 signaling; U3A cells, IL-6 STAT3-luciferase reporter, luminescence; 100% = signal with IL-6 EC80 alone; activation (% of control), % at 5.6 µM; 190,000 compounds, 0.91% hits; AID 871;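 active means activation above the screen-wide mean of compound activation plus 3 SD, cut at about 130% in these data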;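 further: 0% = background luminescence of wells with medium and substrate only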
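Material: human U3A cells carrying STAT3-luciferase construct. Measured by: reporter luminescence signal. Timing: compound 1 h, then IL-6 6 h at 37 °C.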
APP 5'UTR act – APP 5'UTR luciferase reporter activation. SH-SY5Y APP 5'UTR luciferase reporter, luminescence; zero percent = DMSO vehicle wells. activation, % at 2 µM. 190,000 compounds, 1% hits;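 active means activation above a set limit, based on mean plus 3 SD of controls, cut at about 140% in these data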; further: values of inactives mirror those of a sister screen read the other way
STAT1 activator – increases IFN-gamma driven STAT1 reporter signal; NIH 3T3 STAT1-luciferase reporter, luminescence; 100% = IFN-gamma alone, no compound; 200,000 compounds, 2.6% hits; activation (% of control), % at 5.5 µM; AID 932;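 active means activation above the screen-wide mean activation plus 3 SD, cut at about 130% in these data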;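 further: raw ratio to IFN-gamma control signal so 100% means no change and 0% no light; values of inactives mirror those of a sister screen read the other way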
Numbers without * were called inactive. Rows are unselected. About 7.7% of those tested had a hit in this group.

SMILES	APP transl inh	Hsp70 act	FLuc inhib CS	STAT1 inh	STAT3 inh	RAM network inh	NF-kB neuron act	STAT3 activator	APP 5'UTR act	STAT1 activator
FC(F)(F)c1ccccc1NC(=S)NN=C1CCCCCC1	93*	-0.2	0	4	-2	-0.4	1.4	104	-93	97
Cc1ccc(NC(=O)c2ccc(OC(=S)N3CCOCC3)cc2)cc1	-25	0.3	4	-34	4	2.5	1.4	102	25	131*
Cc1ccnc(NC(=O)c2cc([N+](=O)[O-])cc([N+](=O)[O-])c2)c1	14	0.3	-7	-4	15	2.4	1.2	96	-14	103
N#Cc1c(NC(=O)C2CC=CCC2C(=O)O)sc2c1CCCCCC2 (configuration not stated)	10	-0.3	-2	-1	2	0.1	1.1	99	-11	101
CC(=O)N1CC2(C)CN(C(C)=O)CC(C)(C1)C2	7	-0.4	-3	-2	10	1.6	1.1	95	-7	102
CC(C)(C)C(=O)CCN1C(=O)C2(OCCO2)c2ccccc21	-10	-0.3	-1	8	12	3.1	0.99	93	10	93
CN1C(=O)CS/C1=N\NC(=O)COc1cccc2cccnc12	3	-0.3	0	0	-1	1.3	1	102	-3	99
CC(C)NC(=O)CC(=O)N/N=C/c1cccs1	-10	-0.2	-4	-6	6	0.6	1.3	98	10	105
COc1cccc(-c2cc(C(=O)Nc3c(C)n(C)n(-c4ccccc4)c3=O)no2)c1	0	-0.1	-7	1	12	0.6	1.1	95	0	99
Cc1ccc(/C=N/NC(=O)CNC(=O)c2ccc(S(=O)(=O)N(C)C)cc2)cc1	-1	-0.3	-2	6	-4	2.8	0.92	104	1	95
COCCNS(=O)(=O)c1ccc(SC)cc1	1	0.1	-5	6	2	-0.5	1.3	102	-1	95
COc1cc(/C=N/NC(=O)c2cccc([N+](=O)[O-])c2)ccc1OCc1ccc(C)cc1	-17	0.3	4	-14	3	5.7	1.5	106	17	106
CCCOC(=S)N/C(=N\S(=O)(=O)c1ccccc1)c1ccccc1	1	-0.3	-3	-5	11	0.6	1.1	98	-1	98
COC(=O)C(/C=N/O)NC(=O)c1ccccc1 (configuration not stated)	-12	-0.2	-6	-5	13	1.2	1.7	96	13	105
O=C(NCC1CCCO1)C1C2C=CC3(CN(Cc4cccs4)C(=O)C13)O2 (configuration not stated)	13	-0.3	-2	-8	11	2.3	1.2	99	-13	107
NC(=O)CSc1nnc(-c2ccc(S(=O)(=O)N3CCCC3)cc2)n1Cc1ccco1	6	-0.1	0	1	2	-0.4	1.2	102	-6	99
CC(c1nc2ccccc2c(=O)[nH]1)N1CCN(C)CC1 (configuration not stated)	0	0.1	-7	2	4	2.1	1.1	102	0	98
CCCC1CC(CSc2ncn[nH]2)OC1=O (configuration not stated)	2	-0.4	-4	-12	8	0.7	1.3	96	-2	111
CN(C(=O)COc1cc(=O)n(C)c2ccccc12)c1ccc(Cl)cc1	32	-0.1	-9	1	18	3.1	1	92	-31	99
CC1=C(C(=O)Nc2ccc(C)cc2)C(c2ccc(N(C)C)cc2)NC(=O)N1 (configuration not stated)	4	-0.1	-3	-3	0	2.3	1.1	103	-4	103

Reprinted from the part before: two entries, followed by the next part.
SMILES	APP transl inh	Hsp70 act	FLuc inhib CS	STAT1 inh	STAT3 inh	RAM network inh	NF-kB neuron act	STAT3 activator	APP 5'UTR act	STAT1 activator
CN(C(=O)COc1cc(=O)n(C)c2ccccc12)c1ccc(Cl)cc1	32	-0.1	-9	1	18	3.1	1	92	-31	99
CC1=C(C(=O)Nc2ccc(C)cc2)C(c2ccc(N(C)C)cc2)NC(=O)N1 (configuration not stated)	4	-0.1	-3	-3	0	2.3	1.1	103	-4	103
COc1ccc(CC(=O)Nc2cc(C)on2)cc1OC	10	-0.2	-2	4	-4	-0.1	1.1	104	-10	96
Cc1ccc2nc(NC(=O)CSCc3ccccc3)sc2c1	-8	-0.4	-6	-7	2	6.0	1.1	98	7	110
O=[N+]([O-])c1ccc(OCCOc2ccccc2/C=N/n2cnnc2)cc1	-1	-0.2	1	-4	-4	-1.1	1.2	111	1	102
COc1ccc(-c2nc(CS(=O)CC(=O)NCCCN3CCCC3)c(C)o2)cc1OC (configuration not stated)	18	-0.1	1	3	5	2.3	1.4	98	-18	97
CNc1nc(Nc2ccc(C)c(Cl)c2)nc(N)c1[N+](=O)[O-]	-153	-0.1	0	-47	-40	4.7	5.2*	132	153*	142*
CCOC(=O)c1ccc(NC2Nc3cc(C)nn3S2)cc1 (configuration not stated)	-5	-0.2	-1	-3	9	7.3	1.1	94	5	102
COC(Cc1nnc(SC)n1-c1ccccc1)OC	0	-0.2	-4	5	-8	0.9	1	113	0	96
Cc1cccc(OCC(=O)N2CCC(N3CCCCCC3)CC2)c1	11	-0.2	-2	-5	11	1.6	1	93	-11	104
S=c1[nH]nc(Nc2ccccc2Cl)s1	-2	-0.2	15	-8	11	-1.2	1.3	93	2	105
Cc1[nH][nH]c(=O)c1C(c1ccc(-c2ccc(Cl)c(Cl)c2)o1)c1c(C)[nH][nH]c1=O	-12	-0.1	0	-2	0	0.2	0.61	100	12	102
COc1ccccc1CNc1ncnc2c1nnn2Cc1ccccc1	1	0.5	-5	-1	-8	2.7	0.96	111	-1	101
O=C1Nc2c(c(=O)[nH]c(=O)n2-c2ccccc2)C1(Nc1ncccn1)C(F)(F)F (configuration not stated)	7	-0.3	2	5	-11	0.3	1.3	110	-7	95
O=C(C[n+]1ccc2ccccc2c1)c1cccc2ccccc12	-24	0.2	-1	7	-21	1.0	0.73	118	25	92
CCCc1cc(=O)n2[nH]c(C)cc2n1	-1	-0.5	-8	-1	4	0.4	1	104	1	101
O=C(c1ccco1)N1CCN(Cc2nc3ccc([N+](=O)[O-])cc3c(=O)n2-c2ccccc2F)CC1	-5	-0.4	-6	-5	-1	-0.7	0.31	106	5	105
CCOC(=O)c1cnn(-c2nc(-c3ccc(F)cc3)cs2)c1C(F)(F)F	-3	-0.1	-4	-4	21	9.2*	0.91	85	3	103
Cc1coc2cc3oc(=O)c4c(c3cc12)CCCC4	-10	-0.1	-2	-6	21	5.4	1.1	83	10	105
Cc1sc(Nc2ccc([N+](=O)[O-])cc2)nc1-c1c(C)n(C)n(-c2ccccc2)c1=O	-10	-0.1	-3	2	8	1.9	0.85	101	10	94
CC(=O)Nc1ccc(-c2csc(Nc3ccc(S(N)(=O)=O)cc3)n2)cc1	-9	0.3	-6	-8	16	6.1	0.95	90	9	107
CCOc1nc(C)ccc1-c1noc(C)n1	-8	-0.1	-5	4	-5	3.9	1.1	107	8	96
CC(C)(C)c1ccc(OCc2nc(-c3ccccn3)no2)c(Br)c1	-164	0.3	2	-63	-6	4.3	3.7*	109	164*	158*
O=C(Nc1ccccn1)C1(c2ccccc2)CCCC1	12	-0.5	-7	10	13	1.5	1.1	89	-12	91
CCOC(=O)C(Sc1cc(C)nc(N)n1)C(C)=O (configuration not stated)	-5	-0.4	-11	-3	2	0.4	1.2	103	5	103
CN(Cc1nc(-c2cccs2)no1)CC1(N2CCOCC2)CCCCC1	-9	-0.2	-10	-1	6	1.0	0.88	97	9	99
COc1ccc(C(=O)NCCCCCC(=O)O)cc1OC	14	0.3	-5	6	0	1.1	1	100	-14	101
C=C1Cn2c(nnc2-c2ccc(Cl)cc2)S1	-12	-0.3	-7	-8	14	1.1	1.7	92	12	107
CC(=O)N1CCN=C1SCc1ccc(Cl)cc1	5	0.0	-3	1	6	4.0	1.1	95	-5	100
CN1CCN(C(=O)c2cnn3c(C(F)F)cc(C4CC4)nc23)CC1	7	0.1	-8	-2	2	1.6	1.3	101	-7	102
Cc1cc(C)cc(N(CC(=O)N2CCN(c3ccccc3)CC2)S(=O)(=O)c2c(C)noc2C)c1	2	-0.1	-1	4	0	2.0	1.1	108	-2	96
CCCn1c(/N=C/c2cc(OC)ccc2O)nc2ccccc21	-2	-0.4	-3	-3	12	-1.6	1.1	98	2	103
Cc1cc(/C=N/Nc2ccc([N+](=O)[O-])cn2)c(C)n1-c1ccc(C(=O)O)cc1	-32	0.2	-5	-8	-1	0.5	1.1	104	33	106
Cc1ccc(C(C(=O)NC2CCCCC2)N(CCC(C)C)C(=O)CNC(=O)c2ccco2)o1 (configuration not stated)	-8	-0.2	-5	5	4	2.3	0.69	104	8	95
O=C1CC(c2ccc(S(=O)(=O)N3CCN(c4ccccc4)CC3)cc2)CN1 (configuration not stated)	-16	0.0	-8	1	1	4.5	1.1	102	16	99
COc1cc2nc(CN3CCN(S(=O)(=O)c4ccc(C)c(C)c4)CC3)[nH]c(=O)c2cc1OC	5	-0.3	-4	-3	6	2.2	1.4	97	-5	101
COc1ccccc1Nc1ccc(S(=O)(=O)N2CCCCC2)cc1[N+](=O)[O-]	5	-0.5	-12	7	-15	2.9	1.2	109	-5	94
C=C(C)Cn1c(CCNC(=O)C(C)C)nc2ccccc21	-65	0.0	-10	-2	0	-0.6	1.1	102	65	106
COC(=O)C1CCN(CC(=O)Nc2cc(Cl)ccc2OC)CC1	-14	-0.3	-6	1	14	0.0	1.1	92	14	97
Cc1cc(C(=O)CSc2nnc(N)s2)c(C)n1CCc1ccc(F)cc1	4	-0.1	-10	0	18	1.7	1.9	88	-4	100
CC(C)(C)c1ccc(C(=O)N2CCC(C(=O)NCc3ccncc3)CC2)cc1	-16	-0.2	2	-4	10	-0.9	1.2	95	16	103
O=C1c2cccnc2C(=O)N1Cc1ccco1	25	0.5	-2	5	18	4.0	1.1	90	-6	94

Single entries from the list:
In STAT3 inh, Cc1cc(C(=O)CSc2nnc(N)s2)c(C)n1CCc1ccc(F)cc1 is listed with 18
In APP 5'UTR act, O=C1c2cccnc2C(=O)N1Cc1ccco1 is listed with -6
In STAT1 activator, COc1ccccc1Nc1ccc(S(=O)(=O)N2CCCCC2)cc1[N+](=O)[O-] is listed with 94

Carrying on:
SMILES	APP transl inh	Hsp70 act	FLuc inhib CS	STAT1 inh	STAT3 inh	RAM network inh	NF-kB neuron act	STAT3 activator	APP 5'UTR act	STAT1 activator
O=C(CSc1nnc(Cn2c(=O)sc3ccccc32)n1CCc1ccccc1)N1CCOCC1	-11	0.0	-7	-5	6	1.0	1	100	11	104
CCN(CC(=O)NCc1cccs1)C(=O)c1ccc(S(=O)(=O)N(C)C)cc1	-14	0.3	-5	8	8	-0.4	0.92	95	14	90
Nc1nc2ccccc2n1/N=C/c1ccc(Br)cc1	-55	0.0	7	-8	26	1.3	2.3	81	55	107
CN1CCN(CC(O)(c2ccc(Cl)cc2)c2ccc(Cl)cc2)CC1	-14	-0.5	-3	14	32	1.6	1.1	78	14	86
O=C(CCn1[nH]c(=O)c2ccccc2c1=O)N1CCOCC1	-8	0.0	-6	11	0	0.4	1.3	97	8	90
COc1ccc(C(=O)Nn2c(SCC(=O)NC3CCCCC3)nc3ccccc3c2=O)cc1	-110	0.0	58*	28	51*	4.6	1.6	61	110	74
CCOC(=O)c1c(CN(CC)CC)oc2cc(Br)c(O)cc12	-10	0.1	-3	3	5	1.3	0.91	103	10	97
CC(C)N1C(=O)C(Cc2nc3ccccc3c(=O)n2-c2ccccc2)c2ccccc21 (configuration not stated)	0	-0.3	-1	9	1	4.2	0.75	105	0	92
CC(C)C(=O)Nc1cccc(-c2csc(-c3ccccc3)n2)c1	-37	-0.4	0	-19	0	3.2	1.2	102	37	117
COc1ccc2c(c1)CC/C(=C\C=C\c1ccccc1OC)C2=O	-48	-0.1	52*	-14	20	8.0	1.7	85	48	110
CC1CCCC(C)N1C(=O)Nc1cccc(Cl)c1 (configuration not stated)	-6	-0.3	-3	-6	4	0.5	1	100	6	106
